Assay outcomes: PubChem BioAssay, several laboratories
Hck-Nef inh: inhibitors of human Hck kinase activated by Nef. P08631. Recombinant Hck-YEEI plus Nef, Z-Lyte FRET kinase assay. inhibition, % at 20 µM. hit rate 0.68% among 220,000. AID 463187;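 active = Hck-Nef kinase inhibition above about 50%, limit read from the data; inactive = inhibition below that limit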;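 note: 0% = DMSO with Hck plus Nef and 100% = Hck alone without Nef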
Rad51 HR inh: blocks human Rad51 in homologous recombination. hit rate 0.085% among 200,000. hRad51 DNA strand exchange, fluorescence dequenching. Q06609. inhibition, % at 10 µM;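 active = inhibition above 40% at the single screening dose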;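 note: 0% = DMSO control wells and 100% = blanks with heterologous ssDNA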
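Test system – preformed human Rad51 ssDNA filaments · Reagent – Donor/quencher-labelled 47-bp dsDNA substrate · Incubation – 37 °C 15-min filament assembly, 30-min compound preincubation, 15-min exchange · Signal – FRET fluorescence dequenching, excitation 485 nm, emission 520 nm · Read-out – percent inhibition from fluorescence, normalised to plate control and blank means · Benchmarks – plate control and blank wells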
eIF4E 4G PPI: eIF4E/eIF4G interaction inhibition in translation initiation. P63073+Q04637. TR-FRET eIF4E-eIF4GI(517-606) binding, 2 h. inhibition, % at 21.7 µM. hit rate 0.37% among 220,000;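 active = inhibition above about 30%, limit read from the data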;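 note: 0% = full FRET control wells and 100% = background wells lacking eIF4GI fragment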
Target sequence (P63073 whole entry, looked up, the tested form may be a part): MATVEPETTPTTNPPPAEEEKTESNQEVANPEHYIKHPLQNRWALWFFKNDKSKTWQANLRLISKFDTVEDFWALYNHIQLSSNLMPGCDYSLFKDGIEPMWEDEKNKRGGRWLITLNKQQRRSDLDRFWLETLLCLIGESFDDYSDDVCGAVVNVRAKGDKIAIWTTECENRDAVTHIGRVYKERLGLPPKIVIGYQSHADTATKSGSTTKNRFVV
Target sequence (Q04637 whole entry, looked up, the tested form may be a part): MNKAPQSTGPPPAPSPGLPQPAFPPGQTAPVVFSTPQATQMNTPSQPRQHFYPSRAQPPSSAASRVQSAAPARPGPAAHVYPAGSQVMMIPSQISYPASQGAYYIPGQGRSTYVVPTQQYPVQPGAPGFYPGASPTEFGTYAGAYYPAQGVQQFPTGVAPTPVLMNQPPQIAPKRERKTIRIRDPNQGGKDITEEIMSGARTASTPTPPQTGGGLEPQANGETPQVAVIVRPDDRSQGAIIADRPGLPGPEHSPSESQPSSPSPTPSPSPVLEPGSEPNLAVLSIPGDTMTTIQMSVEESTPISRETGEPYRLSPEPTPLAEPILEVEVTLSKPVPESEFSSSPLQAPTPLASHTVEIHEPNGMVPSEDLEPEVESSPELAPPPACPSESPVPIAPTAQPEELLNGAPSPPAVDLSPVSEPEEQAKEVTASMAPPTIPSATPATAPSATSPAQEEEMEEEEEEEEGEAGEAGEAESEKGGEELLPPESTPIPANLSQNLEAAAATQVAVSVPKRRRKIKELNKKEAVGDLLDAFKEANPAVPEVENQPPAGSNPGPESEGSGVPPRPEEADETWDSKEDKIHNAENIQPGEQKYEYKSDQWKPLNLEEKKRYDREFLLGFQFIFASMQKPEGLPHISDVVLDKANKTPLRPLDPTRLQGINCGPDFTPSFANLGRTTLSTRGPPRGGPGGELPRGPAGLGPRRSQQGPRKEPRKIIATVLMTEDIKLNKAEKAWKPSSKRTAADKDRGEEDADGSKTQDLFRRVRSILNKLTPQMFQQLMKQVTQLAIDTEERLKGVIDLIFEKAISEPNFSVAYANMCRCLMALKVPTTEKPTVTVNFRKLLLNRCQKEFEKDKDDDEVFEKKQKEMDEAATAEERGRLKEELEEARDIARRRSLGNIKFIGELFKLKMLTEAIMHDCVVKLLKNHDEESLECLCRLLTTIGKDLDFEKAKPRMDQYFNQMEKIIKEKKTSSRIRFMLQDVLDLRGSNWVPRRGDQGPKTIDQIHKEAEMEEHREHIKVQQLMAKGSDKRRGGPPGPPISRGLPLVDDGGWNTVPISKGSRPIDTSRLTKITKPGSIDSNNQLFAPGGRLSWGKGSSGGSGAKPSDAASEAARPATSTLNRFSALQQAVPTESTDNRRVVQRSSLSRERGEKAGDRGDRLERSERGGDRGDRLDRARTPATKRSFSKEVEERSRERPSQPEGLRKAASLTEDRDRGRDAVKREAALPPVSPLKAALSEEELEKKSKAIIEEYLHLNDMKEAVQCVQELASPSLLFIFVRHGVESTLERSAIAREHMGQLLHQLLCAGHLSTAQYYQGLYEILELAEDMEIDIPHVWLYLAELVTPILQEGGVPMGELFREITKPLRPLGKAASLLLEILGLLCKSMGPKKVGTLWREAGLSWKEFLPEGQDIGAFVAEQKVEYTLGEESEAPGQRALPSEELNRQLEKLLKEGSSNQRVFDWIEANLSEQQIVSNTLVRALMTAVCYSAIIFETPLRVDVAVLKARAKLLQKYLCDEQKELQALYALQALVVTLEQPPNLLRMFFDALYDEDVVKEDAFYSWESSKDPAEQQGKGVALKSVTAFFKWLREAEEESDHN
zVAD death inh: L929 zVAD cell death inhibition; hit rate 0.38% among 220,000; L929 zVAD necroptosis rescue, ATP luminescence, 24 h; with zVAD 60 µM; viability rescue, % at 10 µM;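 active = activation, scaled between plate controls, above about 75%, limit read from the data; inactive = activation under that limit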;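 note: 0% = zVAD with DMSO and 100% = DMSO alone without zVAD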
TbHK1 inh: T. brucei hexokinase 1 inhibition; recombinant TbHK1, G6PDH-coupled NADH A340; inhibition, % at 10 µM; hit rate 0.11% among 220,000; AID 1430;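 active = inhibition of 50% or more in the single-dose primary screen; inactive = inhibition below 50%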
m-calpain inh: inhibitors of pig calpain II; purified calpain II, fluorogenic peptide substrate, 30 min; inhibition, % at 16 µM; hit rate 0.37% among 220,000;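 active = inhibition above about 50%, limit read from the data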
EP2 antag: EP2 receptor (human) inhibition; hit rate 0.52% among 260,000; P43116; inhibition, % at 25 µM; C6 glioma cells expressing human EP2, cAMP TR-FRET; cells stimulated with saturating PGE2;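 active = percent inhibition above 40 after rounding to a whole number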;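 note: rat C6 glioma host cells with rolipram phosphodiesterase inhibitor present; the protocol text gives 20 µM as final concentration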
14-3-3 Bad inh: disrupts binding of bovine 14-3-3 zeta to phospho-Bad peptide. P63103. TR-FRET 14-3-3zeta/Dy647-pBad peptide displacement, 1 h. inhibition, % at 21.7 µM. hit rate 0.71% among 220,000. AID 781;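 active = inhibition above about 70%, limit read from the data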;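 note: 0% = full 14-3-3 plus peptide FRET controls and 100% = background without 14-3-3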
EP2 modulator: modulators of human EP2 prostaglandin E2 receptor; P43116; EP2-expressing cells, cAMP HTRF FRET, PGE2 co-stimulation; induction, % at 25 µM; hit rate 0.83% among 260,000;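 active = compounds whose cAMP rise, as percent of the full-agonist control response, exceeds 60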;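 note: rat C6 glioma line stably carrying human EP2 under a CMV promoter; the protocol text gives 20 µM as final concentration; 100% = response of wells given 1 µM PGE2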
* = called active by the depositor; . = no result given; & = joins results of further samples; [ ] = remark or other dose. These rows are one share of the data. The share of hits here may be higher or lower than overall.

item | compound | Hck-Nef inh | Rad51 HR inh | eIF4E 4G PPI | zVAD death inh | TbHK1 inh
1 | CC1CC(C)CN(S(=O)(=O)c2ccc3c(c2)oc(=O)n3CC(=O)N2CCOCC2)C1 (stereo not given) | 9 | -1 | 0[fluorescence artefact?] | 0.2 | 4
2 | COc1cccc(NC(=O)C(Sc2nnc(-c3ccncc3)n2-c2ccc(Cl)cc2)c2ccccc2)c1 (stereo not given) | -1 | 22 | 0 | -0.2 | -14
3 | Cc1onc(C(=O)NCc2cccs2)c1[N+](=O)[O-] | 6 | . | 1 | 0.1 | 4
4 | CCc1cc[n+](-c2nc([O-])sc2C=O)cc1 | 0 | -6 | -3 | 0.1 | -17
5 | CC(CNS(=O)(=O)c1ccccc1)(c1ccccc1)N1CCOCC1 (stereo not given) | 0 | 5 | -5[fluorescence artefact?] | -0.3 | 3
6 | Cc1cc(N2CCOCC2)nc(-c2ccccc2O)n1 | 5 | 3 | 8 | 1.2 | -1
7 | Cc1noc(NS(=O)(=O)c2ccc(NC(=O)CCC3CCCCC3)cc2)c1C | 0 | -1 | 0[fluorescence artefact?] | -0.4 | 7
8 | Cn1c(N)c(S(=O)(=O)N2CCN(C(=O)c3ccco3)CC2)c(=O)n(C)c1=O | 20 | 0 | 0 | 10 | -5
9 | CC(C)Oc1ccc(/C(O)=C2/C(=O)C(=O)N(CCN(C)C)C2c2ccco2)cc1 (stereo not given) | 4 | -3 | 3 | 0.2 | -21
10 | COc1ccccc1/C=C/C=NC1C(=O)N(c2ccccc2)[N+](C)=C1C (stereo not given) | 24 | 9 | -1 | 0.0 | -35
11 | CCN1CCN(CCCNc2ncnc3nc[nH]c23)CC1 | 0 | -2 | -2 | 2.5 | -1
12 | O=C(O)CC(NC(=O)c1sc2ccccc2c1Cl)c1ccc(OC2CCCC2)cc1 (stereo not given) | 18 | 2 | 7 | 1.1 | 3

item | m-calpain inh | EP2 antag | 14-3-3 Bad inh | EP2 modulator
1 | -15 | 7 | 2 | -5
2 | -7 | 11 | 7 | 9
3 | 16 | 3 | -5 | 8
4 | -2 | 9 | -7 | 2
5 | 10 | 8 | 6 | -3
6 | 8 | 6 | -6 | 0
7 | -50 | 3 | 0 | 21
8 | -24 | 18 | -17 | 15
9 | -16 | 14 | 29 | 33
10 | -16 | 7 | -2 | -11
11 | -17 | 11 | 6 | 7
12 | 14 | 12 | -1 | -3

(continued)
item | compound | Hck-Nef inh | Rad51 HR inh | eIF4E 4G PPI | zVAD death inh | TbHK1 inh
13 | Cc1cccc(NC(=S)Nc2ccc(Br)cc2)c1 | 2 | -8 | -2 | -0.1 | 6
14 | CSc1sc(C)cc1C=O | 20 | -7 | -1 | 2.8 | 2
15 | CCN(CC)c1ccc(NC(=O)c2cc(Cl)ccc2OC)cc1 | -2 | -1 | 28 | 8.2 | -3
16 | COc1cc(CNCc2cccs2)cc(Br)c1OC | 1 | -1 | 1 | 0.3 | 0
17 | CC1CCCC(C)N1NC(=O)c1ccc(Cl)c(S(N)(=O)=O)c1 (stereo not given) | 4 | -5 | 1 | -0.5 | -4
18 | CC(C)N(C(=O)c1ccc2nc(-c3ccccc3)c(-c3ccccc3)nc2c1)C(C)C | -17 | 17 | -1 | 1.3 | -20
19 | Cc1nnc(NC(=O)COc2ccc3c(C)cc(=O)oc3c2)s1 | 6 | . | 0 | -0.2 | -12
20 | C=CCN(CC=C)C(=O)c1cc(Cl)ccc1[N+](=O)[O-] | 64* | 4 | -3[fluorescence artefact?] | 0.0 | 19
21 | NC(=O)c1ccccc1OCC(=O)NC12CC3CC(CC(C3)C1)C2 | -16 | -5 | 4 | -0.2 | -3
22 | CCOC(=O)Cn1nc(-c2ccc(C)cc2)c2ccccc2c1=O | 17 | 1 | -1 | 2.6 | 1
23 | c1ccc2[nH]c(NCc3ccc4c(c3)OCO4)nc2c1 | 17 | -2 | 0 | 0.0 | 2
24 | CCOc1ccc(NC(=O)c2ccc(NC(=O)Cc3n[nH]c(=O)c4ccccc34)cc2)cc1 | 23 | 9 | -3 | 0.4 | -20

item | m-calpain inh | EP2 antag | 14-3-3 Bad inh | EP2 modulator
13 | -7 | 7 | 7 | -46
14 | -11 | 3 | -16 | 25
15 | -27 | 12 | 10 | -36
16 | 20 | 8 | 46 | -5
17 | 8 | 10&10 | 2 | 17&6
18 | -149 | 14 | -17[fluorescence artefact?] | 44
19 | -297 | . | 5 | -14
20 | -8 | 11 | -4 | 5
21 | -13 | 17 | -4[fluorescence artefact?] | -9
22 | -7 | 8 | -7 | 40
23 | -7 | 8&6 | -8 | -193&-15
24 | -25 | 8 | 69 | -1

Going on with the list:
item | compound | Hck-Nef inh | Rad51 HR inh | eIF4E 4G PPI | zVAD death inh | TbHK1 inh
25 | CC(=O)Nc1ccc(NC(=O)C2CC(=O)N(c3cccc(Cl)c3)C2)cc1 (stereo not given) | 20 | 5 | 2 | 0.6 | 2
26 | Cc1cc(NCCCN2CCOCC2)n2nc(C)c(-c3ccc(F)cc3)c2n1 | 0 | 0 | 17 | 1.4 | -17
27 | CC(C)OCCCNC(=O)C1CCC(CNS(=O)(=O)c2ccc(Cl)cc2)CC1 (stereo not given) | 8 | . | -5 | . | 6
28 | Cc1cc2c(c(=O)n1CCN(C)C)C(c1ccncc1)C(C#N)=C(N)O2 (stereo not given) | 15 | 3 | -5 | 1.0 | 5
29 | COc1ccccc1-n1c(SCC(=O)NC2CCCCC2)nc2c(c1=O)SCC2 | 2 | -12 | 2 | 0.9 | -12
30 | CCn1c(-c2cccs2)nc2ccccc21 | -11 | -6 | 1[fluorescence artefact?] | 2.0 | -2
31 | Cc1ccc(NC(=O)CN(c2ccc(C)cc2)S(=O)(=O)c2cccc3nonc23)cc1 | -12 | . | -8 | . | 5
32 | CC1(C)CC(=O)C2=C(C1)OC(=O)CC2c1cccs1 (stereo not given) | 18 | . | -6 | 0.3 | -4
33 | CC1(C)Cc2nc(Cl)c(C(=O)O)cc2CO1 | 6 | -122 | 2 | 0.0 | 1
34 | CC1=NN2C(=N)/C(=C\c3cc(C)n(-c4ccccc4)c3C)C(=O)N=C2S1 | 25 | -6 | -3 | 3.3 | -1
35 | COCCNC(=O)C(NC(=O)C1CCCCC1)C12CC3CC(CC(C3)C1)C2 (stereo not given) | 25 | 7 | -1 | 0.7 | 3
36 | CCOC(=O)c1cnc2nc(NCc3ccc(OCc4ccccc4)cc3)[nH]n2c1=O | 2 | -7 | -3 | 0.9 | 0

item | m-calpain inh | EP2 antag | 14-3-3 Bad inh | EP2 modulator
25 | -5 | 13&7 | -3 | -3&-7
26 | -56 | 16 | 0 | -29
27 | -11 | 7 | -2 | 24
28 | -11 | 16 | -2 | 5
29 | -2 | 9 | 2 | 40
30 | -140 | 15&23 | 3 | -34&-3
31 | 31 | 6 | 8 | 32
32 | -18 | 6 | 12 | 5
33 | -3 | 7 | -2 | 1
34 | -230 | 6 | -20 | -3
35 | 36 | 1 | -3 | 7
36 | -101 | 1 | 13 | -6

The list goes on:
item | compound | Hck-Nef inh | Rad51 HR inh | eIF4E 4G PPI | zVAD death inh | TbHK1 inh
37 | O=C(Nc1nc2ccccc2s1)C1c2ccccc2Oc2ccccc21 | 1 | -14 | 10 | 0.2 | 5
38 | O=C1CN2C(=Nc3ccc(Cl)cc3C2c2ccccc2)CN1 (stereo not given) | -3 | 2 | 0 | 2.6 | 1
39 | COC(=O)c1[nH]c2ccc(F)cc2c1NC(=O)Nc1ccc(OC)cc1 | 3 | 2 | -6 | -0.1 | -19
40 | O=C1CC(Nc2ccc(N3CCOCC3)cc2)C(=O)N1c1cccc(C(F)(F)F)c1 (stereo not given) | 0 | 3 | 2 | 1.1 | 0
41 | CCC(CC)NC(=O)Nc1ccccc1C | 5 | 20 | -3 | 0.6 | -2
42 | Cn1ncc2c1ncn1nc(CCc3ccccc3)nc21 | 0 | -1 | 3[fluorescence artefact?] | 0.7 | 2
43 | CCOC(=O)N1CCN(C(=O)CS(=O)(=O)c2cn(Cc3cccc(F)c3)c3ccccc23)CC1 | 4 | 0 | -3[fluorescence artefact?] | 0.3 | -7
44 | c1ccc(CN2CCC(Nc3nc(-c4cccs4)nc4ccccc34)CC2)cc1 | 25 | 5 | 3 | 51 | 1
45 | CC(C)C12CN(C(=O)c3ccccc3[N+](=O)[O-])CC(C(C)C)(CN(C(=O)c3ccccc3[N+](=O)[O-])C1)C2=O | 10 | 20 | 3 | 0.3 | -10
46 | CCn1c(SCC(=O)c2cc(C)n(C)c2C)nnc1-c1ccccc1 | -1 | -7 | -6 | -0.6 | -13
47 | O=C(O)c1ccccc1C(=O)Nc1ccc(-c2csc(-c3ccccc3)n2)cc1 | 4 | 4 | 2 | 2.0 | -15
48 | CC(=O)c1c(C(C)=O)c(C)n(-c2nc(-c3ccc(C)c(C)c3)c(C)s2)c1C | -1 | 5 | -2 | 0.1 | -2

item | m-calpain inh | EP2 antag | 14-3-3 Bad inh | EP2 modulator
37 | -26 | 6 | -11[fluorescence artefact?] | -3
38 | -5 | 12 | 3 | 20
39 | -36 | 17 | 64 | -28
40 | -64 | 11 | -2 | -1
41 | -3 | 7 | -8 | -12
42 | -1 | 7 | 0 | -30
43 | -39 | 9 | -4 | 20
44 | 27 | 2 | -2 | -57
45 | 2 | 8 | 4 | -4
46 | -19 | 12 | -8 | -6
47 | -43 | 13 | 6 | 4
48 | -2 | 8 | 2 | 27

Additional records:
item | compound | Hck-Nef inh | Rad51 HR inh | eIF4E 4G PPI | zVAD death inh | TbHK1 inh
49 | O=C(O)c1ccc(-c2nc(-c3ccc(Cl)cc3Cl)cs2)cc1 | 5 | 9 | -1 | 6.9 | -3
50 | COc1ccc(C2c3sc(=O)[nH]c3SC3C4CCC(C4)C23)cc1 (stereo not given) | -2 | 5 | -12 | -0.3 | 3
51 | COc1ccc(C(OC(=O)c2ccco2)C(=O)NCC2CCCO2)cc1 (stereo not given) | 1 | -6 | 10 | 0.8 | 3
52 | COC(=O)c1nn(-c2ccccc2)c(Cl)c1/C=N/OC(=O)c1ccc(Cl)c(Cl)c1 | 5 | 9 | -5 | 1.1 | 4
53 | CCCCC(=O)NS(=O)(=O)c1ccc(NS(C)(=O)=O)cc1 | 0 | -10 | 6 | 0.9 | -3
54 | O=C(C(c1ccccc1)c1ccccc1)N1CCN(CC(O)COc2ccccc2)CC1 (stereo not given) | -6 | 7 | -4[fluorescence artefact?] | 0.3 | -7
55 | O=C(CCS(=O)(=O)Cc1ccccc1)NC1CCCCC1 | 2 | -3 | 4 | 0.2 | 5
56 | CCOC(=O)Cc1csc(NC(=O)Cc2ccccc2[N+](=O)[O-])n1 | 20 | 16 | -2 | 2.9 | 1
57 | O=C(Nc1ccccc1)C1=C[C@@H](C2CC2)C[C@@H](OCc2ccc(CO)cc2)O1 | 10 | . | -1 | -0.1 | -6
58 | CCn1c(=O)c2c(nc(SCc3ccccn3)n2C)n(C)c1=O | 0 | -3 | -1 | 0.1 | -1
59 | CCOCCn1c(SC(C)C(C)=O)nc2c1c(=O)[nH]c(=O)n2C (stereo not given) | 25 | . | 3 | -0.9 | -5
60 | CCC(Cc1ccccc1)NC(=O)CSc1ccsc1[N+](=O)[O-] (stereo not given) | 0 | 0 | 0 | 0.9 | -15

item | m-calpain inh | EP2 antag | 14-3-3 Bad inh | EP2 modulator
49 | -12 | 10 | -9 | 43
50 | -66 | 9 | -4 | 42
51 | 25 | 13 | -6 | 2
52 | 23 | 13 | -3[fluorescence artefact?] | 34
53 | -13 | 3 | 15 | 16
54 | 0 | 8 | 27[fluorescence artefact?] | 3
55 | 3 | 6 | -4[fluorescence artefact?] | 24
56 | -54 | 3 | -14 | -5
57 | 35 | . | 4 | -1
58 | -13 | 5 | -3 | 27
59 | -7 | 13 | 10 | 9
60 | 16 | 3 | -8 | -8
